TRPML3 agonist – activates the human TRPML3 channel | Q8TDD5 | HEK293 TRPML3-YFP, Fluo-8 calcium fluorescence; 100% = the carbachol control signal | activation, % at 3 µM | 220,000 tested, 0.29% active | AID 1448;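 active = activation above its plate's cutoff, the mean activation of the plate's test wells plus 3 SD, cut at about 12% in these data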;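 note: 0% = DMSO only wells and 100% = carbachol wells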
Target sequence (Q8TDD5 whole entry, looked up): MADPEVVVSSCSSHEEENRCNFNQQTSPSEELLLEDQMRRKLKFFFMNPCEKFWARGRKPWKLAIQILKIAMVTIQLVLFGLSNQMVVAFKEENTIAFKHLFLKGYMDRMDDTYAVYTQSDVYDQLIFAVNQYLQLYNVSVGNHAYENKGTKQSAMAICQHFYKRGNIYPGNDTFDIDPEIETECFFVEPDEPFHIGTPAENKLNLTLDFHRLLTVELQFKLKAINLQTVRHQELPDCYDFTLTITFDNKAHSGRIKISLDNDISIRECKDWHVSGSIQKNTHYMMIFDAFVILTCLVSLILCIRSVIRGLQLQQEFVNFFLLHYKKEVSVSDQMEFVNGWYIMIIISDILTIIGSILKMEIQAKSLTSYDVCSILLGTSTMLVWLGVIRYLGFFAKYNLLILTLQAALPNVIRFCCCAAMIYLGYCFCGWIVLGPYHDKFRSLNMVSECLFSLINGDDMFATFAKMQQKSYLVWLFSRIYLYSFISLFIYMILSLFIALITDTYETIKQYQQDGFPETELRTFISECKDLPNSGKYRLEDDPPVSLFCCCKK
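Material: HEK293 cells stably carrying human TRPML3-YFP; compound dosing: single dose, 3 µM final nominal compound, 0.3% DMSO final; incubation: 1-h 37 °C dye load, 5-s basal, 120-s post-compound reads; technique: Fluo-8 intracellular calcium fluorescence, excitation 470-495 nm, emission 515-575 nm; read-out basis: percent activation from peak-to-basal fluorescence ratio, scaled between DMSO and carbachol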
PPC-1+TRAIL kill – PPC-1 cancer cell killing with TRAIL present. PPC-1 cells + TRAIL, ATPLite viability luminescence. AID 1443. 220,000 tested, 0.41% active. cell killing (% activity), % at 4 µM;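 active = cell killing above 50% in the first pass at 4 µM, then a duplicate retest at 5 µM averaging 50% or more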;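 note: plate controls were cells with TRAIL plus DMSO for no effect and medium-only wells lacking cells for full effect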
Runt-SMMHC FRET – blocks binding of human RUNX1 Runt domain to CBFb-SMMHC; Q01196+Q13951; Cerulean-Runt/Venus-CBFb-SMMHC FRET ratio 530/480, 1 h; inhibition, % at 20 µM; 220,000 tested, 0.74% active;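 active = mean inhibition across duplicate retests at 20 µM reaching about 50%, limit read from the data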;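 note: 0% = DMSO wells and 100% = wells with excess untagged CBFb-SMMHC; inhibitors lower the FRET ratio by blocking Runt binding to CBFb-SMMHC; some results filed as inactive read as strong as hits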
EBV gp42 inh – blocks Epstein-Barr virus glycoprotein 42 binding. inhibition, % (tested at 21.74 µM). Fluorescence polarization binding assay, mP read-out. AID 1085. 220,000 tested, 0.42% active. Q1HVG2; in the data active = inhibition above about 50%
CHOP inh – blocks CHOP induction under ER stress. CHO-K1 CHOP-promoter luciferase, tunicamycin-induced, 15-18 h. inhibition, % at 10 µM. 220,000 tested, 3.8% active;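 active = compounds that reduced the stress-induced luciferase reporter signal by more than about 70% of percent inhibition, limit read from the data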;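 note: 0% = tunicamycin plus vehicle and 100% = wells without tunicamycin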
p47phox inh – p47phox (human) inhibition; p47phox/p22phox peptide binding, fluorescence polarization, 2 h; inhibition, % at 24.7 µM; 220,000 tested, 0.53% active; AID 1274;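 active = inhibition above about 30%, limit read from the data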;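 note: 0% = p47phox with labelled peptide and 100% = labelled peptide alone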
TNF necrop inh – inhibitors of TNF-alpha induced necroptosis in Jurkat FADD-/- cells; Jurkat FADD-/- TNF necroptosis rescue, ATP luminescence, 24 h; 0 = TNF only, 100 = no-TNF cells; activation (protection from cell death), % at 10 µM; 220,000 tested, 0.068% active;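 active = activation, meaning protection from cell death, of at least 50% relative to plate controls; inactive = activation below 50%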;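 note: necroptosis triggered by 40 ng/mL TNF-alpha added together with compound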
MDM2 E3 inh – blocks human Mdm2 ubiquitin ligase activity | Q00987 | cell-based MDM2 ubiquitination luciferase reporter, 2 h; 0 = plate control, 100 = twice control, blank-subtracted | signal enhancement, % at 5 µM | 210,000 tested, 0.11% active | AID 1230;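 active = signal enhancement of 30% or more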;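 note: luminescence tracks abundance of the self-degrading MDM2-luciferase fusion protein; higher signal means inhibition of MDM2 E3 ligase activity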
Target sequence (Q00987 whole entry, looked up, the tested form may be a part): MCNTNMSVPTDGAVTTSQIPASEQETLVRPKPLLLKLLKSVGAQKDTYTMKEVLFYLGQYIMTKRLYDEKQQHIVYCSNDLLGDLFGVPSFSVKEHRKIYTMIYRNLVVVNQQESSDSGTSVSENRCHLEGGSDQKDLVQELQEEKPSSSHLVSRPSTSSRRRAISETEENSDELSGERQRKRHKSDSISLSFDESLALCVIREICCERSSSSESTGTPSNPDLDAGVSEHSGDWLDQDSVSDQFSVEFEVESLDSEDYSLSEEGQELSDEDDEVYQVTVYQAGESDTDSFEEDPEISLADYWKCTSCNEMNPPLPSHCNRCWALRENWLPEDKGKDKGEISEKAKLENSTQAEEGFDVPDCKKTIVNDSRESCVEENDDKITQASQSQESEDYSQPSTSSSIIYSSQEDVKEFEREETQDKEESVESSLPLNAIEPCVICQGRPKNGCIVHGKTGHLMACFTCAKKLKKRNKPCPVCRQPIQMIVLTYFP
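Assay system: stable mammalian line carrying autodegrading MDM2–luciferase fusion reporter; amount: 2000 cells seeded into each well; buffer or medium: DMEM; benchmarks: plate control and blank wells; signal: luciferase luminescence; timing: 2 h compound exposure at 37 °C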
TRPN1 ag – agonists of zebrafish TRPN1 channel; HEK293 zebrafish TRPN1-YFP, Fluo-8 calcium fluorescence; 100% = response to 87 µM carbachol; activation, % at 3 µM; 220,000 tested, 0.18% active; AID 1424;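 active = activation above its plate's cutoff, the mean activation of test wells on that plate plus 3 SD, cut at about 19% in these data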;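 note: 0% = DMSO alone and 100% = 87 µM carbachol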
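System: zebrafish TRPN1-YFP in HEK293 cells / Dosing: 3 µM single point / Timing: dye loading 1 h at 37 °C, then 30 min room temperature / Signal: Fluo-8 calcium fluorescence, excitation 470-495 nm, emission 515-575 nm / Read-out basis: percent activation from peak over basal fluorescence ratio, control-normalized / Control set: high carbachol 87 µM, low DMSO alone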
Starred values were filed as active, the others as inactive; nt = no result given.

SMILES	TRPML3 agonist	PPC-1+TRAIL kill	Runt-SMMHC FRET	EBV gp42 inh	CHOP inh	p47phox inh	TNF necrop inh	MDM2 E3 inh	TRPN1 ag
CC(C)NCC(O)Cn1c2c(c3ccccc31)CCc1c-2cnn1-c1ccccc1 (centres undefined)	2.2	11.2	0.7	-6.7	54.0	-0.1	-18.0	-17.9	0.7
CC(C)(C)c1ccc(OCC(=O)Nc2ccc(-c3nc4cccnc4o3)cc2)cc1	-0.5	22.2	-2.7	-4.4	-4.7	-18.2	-0.8	-17.4	0.4
Cc1cccc(NC(=O)C(=O)NCc2ccccn2)c1	0.6	26.6	-6.2	-11.1	1.8	3.4	-0.2	-15.2	-3.4
CCCCSC1=C(C#N)C(c2ccccc2C)C(C(=O)OCC)C(=O)N1 (centres undefined)	-0.7	9.5	2.8	0.2	61.9	-1.2	-1.5	-6.0	-2.0
Cc1cccc(N2CCN(S(=O)(=O)c3ccc4c(c3)CCC(=O)N4)CC2C)c1 (centres undefined)	-0.1	-1.9	3.7	-16.1	26.4	-11.2	-0.8	-1.0	-1.4
O=C(c1ccc2c(c1)OCO2)C1CCCN(C(=O)C2CCOCC2)C1 (centres undefined)	0.7	6.3	-4.8	-11.6	19.7	-4.2	1.7	-6.4	0.1
COc1ccc(-n2c(SCC(=O)Nc3ccc4c(c3)OCO4)nc3ccccc3c2=O)cc1	1.1	13.9	-1.9	-7.7	43.2	-23.1	-4.5	6.8	1.7
Oc1[nH]c2ccccc2c1N=Nc1ncnc2c1oc1ccccc12	0.9	-5.6	-11.1	-12.7	-35.3	-15.6	-19.0	-14.9	2.4
Cc1cc(C)n2c(SCC(=O)NC3CCCCC3C)nnc2n1 (centres undefined)	0.6	1.8	0.5	4.2	2.8	-3.0	0.7	-11.1	0.4
O=C(COC(=O)c1ccc(Br)o1)NCCCc1ccccc1	-0.1	5.5	0.9	20.6	30.2	-9.2	-0.2	-12.6	1.2
Cc1cc(Cl)ccc1N(CC(=O)NCc1ccc2c(c1)OCO2)S(C)(=O)=O	0.5	10.1	1.9	-13.3	8.8	-5.0	0.3	-15.4	0.5
CCCc1cc(C(=O)OC)c2ccccc2n1	1.2	11.1	-3.5	8.8	-7.7	0.3	0.2	-4.7	-0.6
Cc1ccc(NC2=NC(c3ccccc3)n3c(nc(C)cc3=O)N2)cc1 (centres undefined)	0.3	-1.0	-1.7	-10.7	12.4	-9.8	0.0	-19.0	0.4
Clc1ccc(N2N=C(c3cccs3)CC2c2ccco2)cc1 (centres undefined)	0.7	5.7	90.8*	-5.8	32.4	-10.8	-2.0	6.7	-0.8
Cc1ccccc1C(=O)c1cccn1CC(=O)NCc1ccc(Cl)cc1	0.0	-0.7	-2.3	-11.2	30.9	-9.9	1.4	1.2	-0.6
Cc1cc(-c2nn(-c3ccccc3F)cc2CN2CCCC(O)C2)c(C)s1 (centres undefined)	1.2	5.9	0.8	-3.6	30.5	-1.6	4.0	-5.9	1.7
C=CCNc1nc(N)c([N+](=O)[O-])c(NCCO)n1	0.4	13.7	-1.2	-1.8	6.9	0.3	2.4	-8.6	1.7
COC(=O)c1[nH]c2cc(OC)c(OC)cc2c1NC(=O)Oc1ccccc1	1.1	8.1	-27.1	6.4	9.9	-5.4	-1.3	-10.1	-0.2
COc1cc(C2C(C#N)=C(N)Oc3c2ccc2ccccc32)ccc1OCC(=O)Nc1cccc(C)c1 (centres undefined)	0.8	19.0	-42.7	-21.4	50.7	-26.6	0.2	-2.1	-0.7
CCOc1ccc(-c2noc(-c3cccnc3)n2)cc1OCC	0.9	11.5	0.1	-8.9	-8.2	2.9	0.6	-13.6	-1.1
NNC(=O)CNC(c1ccccc1)c1cc(Br)ccc1NC(=O)c1ccc(Br)cc1 (centres undefined)	-0.5	20.9	-4.8	-11.8	23.1	-13.1	1.5	-8.3	-0.6
CSc1ccc(C(C(C(=O)c2cccs2)N2CCOCC2)N2CCOCC2)cc1 (centres undefined)	-0.4	5.7	-1.7	-1.1	16.8	6.7	-3.3	-8.0	-2.6
Cc1cccc(OC(=O)c2ccncc2)c1C	0.2	16.0	-0.6	-4.8	-4.2	-3.9	-2.0	-9.6	-2.5
COc1ccc(NC(=O)COC(=O)c2ccc(N3CCCC3=O)cc2)cc1OC	0.8	-3.3	1.2	-34.1	-3.1	-11.3	0.8	-12.7	2.2
Cc1cc(-c2nnco2)c(C)n1-c1ccc(F)cc1	-0.5	-3.8	-4.0	-3.0	38.5	-4.9	-2.8	-6.1	-1.3
Carrying on.
SMILES	TRPML3 agonist	PPC-1+TRAIL kill	Runt-SMMHC FRET	EBV gp42 inh	CHOP inh	p47phox inh	TNF necrop inh	MDM2 E3 inh	TRPN1 ag
Cc1cc(C)nc(NC2=NCC(=O)N2c2cccc(Cl)c2)n1	0.5	7.2	0.5	34.6	-11.2	-34.4	-2.6	-17.7	0.3
CCc1cccc(C)c1NC(=S)NCc1ccc2c(c1)cc(C)n2C	0.6	1.0	2.3	-1.6	4.5	-18.6	-22.6	nt	-1.4
CC#CC(=O)N1CCC(CO)(CCc2ccccc2)CC1	0.3	1.4	2.3	-5.1	-7.5	0.4	0.0	-3.3	-0.1
O=C(Nc1ccccc1)c1ccc(NCCN2CCOCC2)c(S(=O)(=O)N2CCOCC2)c1	0.3	-7.2	0.1	-15.2	-24.7	-13.8	-1.1	1.1	-0.1
Cc1cc(C(=O)COC(=O)c2ccc[nH]c2=O)c(C)n1-c1ccccc1F	-0.3	41.7	0.3	1.1	35.4	-3.5	0.2	-56.0	0.0
Cc1ccccc1NC(=S)N(Cc1ccccc1)Cc1cccnc1	1.0	-2.9	4.9	-7.6	17.4	-2.8	-0.8	3.6	-0.9
COc1ccc(COC(=O)N/N=C(\C)CC(=O)Nc2c(C)cc(C)cc2C)cc1	-1.2	12.6	2.7	-10.6	11.0	-3.9	0.2	-1.1	-1.3
COc1ccc(CNC(=O)C2CC(C)=C(C)CC2C(=O)O)cc1 (centres undefined)	1.5	3.3	-4.2	-21.1	7.4	-8.6	0.6	-35.9	-1.2
CCCNC(=O)COC(=O)c1cc(C)nc2ccccc12	0.3	15.6	-0.6	4.5	17.3	7.5	-2.4	-5.3	-0.5
COC(=O)c1ccc(CSc2nc(-c3ccccc3)cs2)o1	-0.3	2.5	-3.1	-12.5	34.4	-10.7	11.6	-8.3	-0.7
Nc1nnc(CCOc2ccccc2Cl)s1	0.9	22.4	-3.4	-54.3	-14.9	-6.1	-1.3	-17.6	-0.1
O=C(N/N=C/C=C/c1ccccc1)c1cc2c(ccc3ccccc32)o1	0.9	41.2	2.2	-6.8	42.9	-9.9	-1.3	-9.3	0.1
O=c1c2c(-c3ccco3)csc2nc(SCc2cn3cccnc3n2)n1-c1ccccc1	0.3	21.4	-7.7	-32.8	-52.3	-28.1	-5.1	-11.7	0.9
Cc1cc(-n2c(C)cc(C(=O)CSc3nnc4sc5ccccc5n34)c2C)no1	0.8	14.8	-6.6	-21.4	24.2	-7.5	-3.6	-6.2	0.4
O=C(NCC1CCCO1)c1ccc2c(=O)n(Cc3ccco3)c(SCC(=O)N3CCCC3)nc2c1 (centres undefined)	-0.4	20.2	4.2	-16.0	-8.2	-16.0	-3.9	-14.3	0.4
Cc1cccc(-n2c(N)cc(=O)[nH]c2=S)c1	-0.5	23.9	3.0	-1.7	29.6	-7.9	-0.4	-4.5	-0.1
CCC(C)(C)NC(=O)Nc1cc(Cl)ccc1OC	0.4	-3.7	-1.9	-12.2	6.6	-12.7	1.8	-16.7	-0.6
CCOC1CS(=O)(=O)CC1OCC (centres undefined)	-0.5	13.6	0.4	-9.8	-36.0	-14.0	-3.4	-12.2	0.6
Cc1c(C(=O)OC2CCCCC2)sc2nc[nH]c(=O)c12	0.8	3.1	4.7	-7.9	19.9	-18.9	-1.5	0.4	-0.4
CCOC(=O)C(=CNc1ccc2c(c1)CCN2C(C)=O)C(=O)OCC	-0.6	21.8	0.4	-14.5	-1.6	-8.9	-7.9	7.4	-2.1
NC(=O)CC(NC(=O)Cc1cccc2ccccc12)c1ccc(N2CCN(c3ccccc3)CC2)c([N+](=O)[O-])c1 (centres undefined)	nt	-1.5	0.4	-6.5	86.9*	4.8	-1.0	-7.8	nt
O=c1[nH]nc(SCCS(=O)(=O)c2ccc(F)cc2)n1-c1ccccc1C(F)(F)F	0.8	12.2	0.0	1.2	10.5	-8.3	5.0	-8.4	2.3
COC(=O)c1ccc(N2C(=O)CC(NCc3ccccc3)C2=O)cc1 (centres undefined)	1.0	-4.8	-2.4	-3.3	40.1	-5.2	0.7	-12.2	-0.3
O=C(O)CN1C(=O)NC2(CCOc3ccccc32)C1=O (centres undefined)	-0.5	3.4	37.6	-2.6	1.1	-7.0	-0.2	nt	1.0
CCC(=O)c1ccc(OCC(O)CN(CCc2ccccc2)Cc2ccccc2)cc1 (centres undefined)	0.0	-28.4	-2.2	-6.2	13.1	-21.4	-1.2	-0.6	-0.3

For convenience, some entries already given:
SMILES	TRPML3 agonist	PPC-1+TRAIL kill	Runt-SMMHC FRET	EBV gp42 inh	CHOP inh	p47phox inh	TNF necrop inh	MDM2 E3 inh	TRPN1 ag
CC(C)NCC(O)Cn1c2c(c3ccccc31)CCc1c-2cnn1-c1ccccc1 (centres undefined)	2.2	11.2	0.7	-6.7	54.0	-0.1	-18.0	-17.9	0.7
CC(C)(C)c1ccc(OCC(=O)Nc2ccc(-c3nc4cccnc4o3)cc2)cc1	-0.5	22.2	-2.7	-4.4	-4.7	-18.2	-0.8	-17.4	0.4
Cc1cccc(NC(=O)C(=O)NCc2ccccn2)c1	0.6	26.6	-6.2	-11.1	1.8	3.4	-0.2	-15.2	-3.4
CCCCSC1=C(C#N)C(c2ccccc2C)C(C(=O)OCC)C(=O)N1 (centres undefined)	-0.7	9.5	2.8	0.2	61.9	-1.2	-1.5	-6.0	-2.0
Cc1cccc(N2CCN(S(=O)(=O)c3ccc4c(c3)CCC(=O)N4)CC2C)c1 (centres undefined)	-0.1	-1.9	3.7	-16.1	26.4	-11.2	-0.8	-1.0	-1.4
O=C(c1ccc2c(c1)OCO2)C1CCCN(C(=O)C2CCOCC2)C1 (centres undefined)	0.7	6.3	-4.8	-11.6	19.7	-4.2	1.7	-6.4	0.1
COc1ccc(-n2c(SCC(=O)Nc3ccc4c(c3)OCO4)nc3ccccc3c2=O)cc1	1.1	13.9	-1.9	-7.7	43.2	-23.1	-4.5	6.8	1.7
Oc1[nH]c2ccccc2c1N=Nc1ncnc2c1oc1ccccc12	0.9	-5.6	-11.1	-12.7	-35.3	-15.6	-19.0	-14.9	2.4
Cc1cc(C)n2c(SCC(=O)NC3CCCCC3C)nnc2n1 (centres undefined)	0.6	1.8	0.5	4.2	2.8	-3.0	0.7	-11.1	0.4

Assay outcomes: PubChem, several laboratories
